# MT1-MMP act inh: blockers of MT1-MMP proenzyme processing, primary screen, HT1080 RFP-PRO-GFP cells, GFP/RFP fluorescence. GFP/RFP ratio fluorescence, overnight; percent of plate control window, DMSO zero. Matrix metalloproteinase-14 (Homo sapiens), P50281. GFP/RFP ratio change, % at 20 µM. hit rate 0.061% among 360,000;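 active = GFP/RFP ratio change of at least 30% with cell ATP level not reduced by more than half and red fluorescence within 50% of control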; note: strong numbers were not always called active
#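 Assay system: HT1080 RFP-PRO-GFP cells. Benchmarks: DMSO vehicle wells and RFP-L50D-GFP reporter cell wells. Times: overnight cell settling, then overnight compound exposure, 37 °C, 5% CO2. Compound: 20 µM single dose, 1% DMSO. Read-out basis: GFP/RFP fluorescence ratio.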
# Neddylation inh: inhibitors of cullin neddylation, primary screen, biochemical, TR-FRET, uHTS, NAE and Ubc12. NEDD8-conjugating enzyme Ubc12 (Homo sapiens) + NEDD8-activating enzyme E1 regulatory …. calls only at 25 µM. hit rate 0.58% among 360,000; in the data active = inhibition above about 36%
# CSN deneddyl inh: inhibitors of CSN-mediated cullin deneddylation, primary screen, biochemical, fluorescence polarization, uHTS | Purified CSN, SCF-Nedd8-OG deneddylation | COP9 signalosome complex subunit 5 (Homo sapiens), Q92905 | inhibition, % at 12.5 µM | AID 651999, 2013 | hit rate 0.38% among 360,000;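 active = pattern-corrected inhibition above about 35%, with an unprinted fluorescence ratio check between 0.5 and 1.5, limit read from the data, passing the limit was not always enough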;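 note: 0% = enzyme with substrate and 100% = substrate without enzyme; some results filed as inactive read as strong as hits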
#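 Test system: purified human Csn5 enzyme expressed in HEK293T cells. Amount: 0.24 nM enzyme. Reagent: SCFSkp2-Nedd8OG substrate at 10 nM final. Schedule: 90 min incubation of compound, enzyme and substrate at room temperature. Detection: fluorescence polarization. Read-out: % inhibition of substrate cleavage by Csn5.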
# Rin1-Abl PPI inh: inhibitors of Rin1-Abl protein binding, primary screen, biochemical, TR-FRET. inhibition, % at 7.35 µM. hit rate 0.4% among 360,000. Tyrosine-protein kinase ABL1 (Homo sapiens) + Ras and Rab interactor 1 (Homo sapiens), …; in the data active = inhibition above about 5%, passing the limit was not always enough
# SKN-1 block: suppressors of acrylamide-induced Pgst-4::GFP reporter in worms, primary screen, SKN-1 inhibitor project, whole organism, uHTS, GFP/RFP fluorescence ratio, strain VP596 | C. elegans VP596 Pgst-4::GFP/RFP ratio, 24 h | inhibition, % at 21.8 µM | hit rate 0.49% among 360,000 | AID 624304, 2012;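 active = interference check ratio from 0.5 to 1.5 plus GFP to RFP signal ratio inhibition reaching or exceeding a fixed threshold, cut at about 30% in these data, passing the limit was not always enough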; note: some compounds called inactive have numbers as strong as hits
# FAS TE block: FAS thioesterase domain inhibitors, primary screen, biochemical, fluorescence intensity, uHTS. inhibition, % at 15 µM. recombinant FAS-TE, OMFH fluorogenic substrate, fluorescence endpoint. hit rate 0.67% among 360,000. Fatty acid synthase (Homo sapiens), P49327;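 active = compounds whose normalised, plate-corrected inhibition of enzyme fluorescence in the single-dose primary screen is 50% or more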;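 note: 0% = DMSO with enzyme and 100% = substrate without enzyme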
# Rpn11 inh: Rpn11 (PSMD14) deubiquitinase inhibitors, primary screen, biochemical, fluorescence polarization, uHTS; human 26S proteasome, Ub4-pepOG fluorescence polarization; 20S core pre-blocked with epoxomicin; calls only at 20 µM; hit rate 0.59% among 360,000; AID 588493, 2011;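 active = inhibition at 20 µM, scaled to each plate's controls, above about 33%, limit read from the data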
# Target sequence (O00487 whole entry, looked up): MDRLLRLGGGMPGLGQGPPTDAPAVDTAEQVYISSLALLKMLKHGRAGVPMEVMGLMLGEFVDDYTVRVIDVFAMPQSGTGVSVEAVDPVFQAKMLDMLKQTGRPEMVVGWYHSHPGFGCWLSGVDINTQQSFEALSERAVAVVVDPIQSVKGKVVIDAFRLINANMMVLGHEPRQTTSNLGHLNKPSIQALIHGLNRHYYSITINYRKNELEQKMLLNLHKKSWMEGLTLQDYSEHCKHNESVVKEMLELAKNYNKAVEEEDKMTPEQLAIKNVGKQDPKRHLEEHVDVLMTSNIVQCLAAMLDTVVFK
# MLLE-PAM2 inh: inhibitors of PABP1 MLLE–PAM2 peptide binding, primary screen, biochemical, fluorescence polarization, FITC-PAM2, GST-MLLE. inhibition, % at 20 µM. hit rate 0.36% among 360,000. AID 588489, 2011; in the data active = inhibition above about 35%, passing the limit was not always enough;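 note: plate controls were DMSO wells with GST-MLLE for no effect and wells lacking GST-MLLE protein for full effect; some results filed as inactive read as strong as hits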
# Target sequence (P11940 whole entry, looked up): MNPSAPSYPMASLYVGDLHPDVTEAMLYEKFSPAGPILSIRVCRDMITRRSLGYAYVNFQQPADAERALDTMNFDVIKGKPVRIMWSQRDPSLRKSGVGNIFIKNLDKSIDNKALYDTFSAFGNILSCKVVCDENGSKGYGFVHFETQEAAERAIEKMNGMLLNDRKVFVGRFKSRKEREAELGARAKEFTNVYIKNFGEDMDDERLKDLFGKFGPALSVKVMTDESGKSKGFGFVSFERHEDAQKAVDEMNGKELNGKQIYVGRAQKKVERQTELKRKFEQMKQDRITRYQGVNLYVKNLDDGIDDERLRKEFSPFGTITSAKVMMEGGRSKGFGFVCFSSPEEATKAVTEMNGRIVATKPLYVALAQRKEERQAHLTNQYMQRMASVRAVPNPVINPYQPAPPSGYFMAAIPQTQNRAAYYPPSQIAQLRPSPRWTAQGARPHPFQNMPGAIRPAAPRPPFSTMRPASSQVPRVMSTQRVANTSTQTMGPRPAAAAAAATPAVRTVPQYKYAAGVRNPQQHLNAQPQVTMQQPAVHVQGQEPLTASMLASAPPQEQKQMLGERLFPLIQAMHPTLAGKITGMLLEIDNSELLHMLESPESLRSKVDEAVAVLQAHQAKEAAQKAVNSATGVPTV
# NadD block: inhibitors of S. aureus NadD, primary screen, biochemical, colorimetric, uHTS; Nicotinate-nucleotide adenylyltransferase NadD (Staphylococcus aureus N315); inhibition, % at 20 µM; hit rate 0.78% among 360,000; purified NadD enzyme, colorimetric absorbance read-out; AID 602399, 2012; in the data active = inhibition above about 26%; note: some compounds past the cut are filed as inactive
# Active calls of the source: *; i = inactive; x = no result given; + = active, no number.
Structure,MT1-MMP act inh,Neddylation inh,CSN deneddyl inh,Rin1-Abl PPI inh,SKN-1 block,FAS TE block,Rpn11 inh,MLLE-PAM2 inh,NadD block
CCOC(=O)C1CCCN(C(=O)C2CCCN(S(=O)(=O)c3ccc4c(c3)oc(=O)n4C)C2)C1 (stereo not drawn),-1,i,6,0,8,3,i,17,3
CC1CCN(C(=O)CCc2nnc3ccc(NCc4ccco4)nn23)CC1,1,i,-4,-3,-2,-6,i,-5,-1
CCOC(=O)[C@@H]1[C@H]2COc3ccccc3[C@H]2N2C(=O)N(c3cccc(Cl)c3)C(=O)[C@@]12C,-10,i,-4,-1,8,19,i,3,2
CCOC(=O)c1c(NC2OC(=O)c3c2ccc(OC)c3OC)sc(C(=O)OC(C)(C)C)c1C (stereo not drawn),-1,i,3,2,12,14,i,6,-10
COc1cc(SC)ccc1C(=O)NCCc1ccccc1,4,i,-10,-1,-3,3,i,-8,-3
NCCCC[C@H]1CN=C(N)N1CCc1cccc2ccccc12,-1,i,1,2,9,-13,i,-8,-6
CC(C)CC(NC(N)=O)C(=O)Nc1ccc2c(c1)OCO2 (stereo not drawn),0,i,1,-3,9,-3,i,-3,-4
O=C(NCC(c1ccco1)N1CCc2ccccc2C1)c1cccc(F)c1 (stereo not drawn),-2,i,-2,1,6,7,i,-18,-1
Cc1cc(C)nc(NS(=O)(=O)c2ccc(NC(=O)CCCN3C(=O)c4ccccc4C3=O)cc2)n1,3,i,4,1,7,-7,i,4,3
CC(C)(C)c1ccc(/C=C2\Oc3cc(O)ccc3C2=O)cc1,-1,x,17,1,12,19,i,-51,-7
CCOC(=O)N1CCN(C(=O)C2CCCN(Cc3nc(-c4ccc(Cl)cc4)oc3C)C2)CC1 (stereo not drawn),-3,i,0,-3,12,-5,i,-7,-2
c1cc2c(cc1-c1[nH]ncc1CN1C[C@H]3CC[C@H]1C3)OCO2,3,i,-8,4,-5,-2,i,7,-1

# Three structures out of the list, sorted by SMILES length, ascending.
Structure,MT1-MMP act inh,Neddylation inh,CSN deneddyl inh,Rin1-Abl PPI inh,SKN-1 block,FAS TE block,Rpn11 inh,MLLE-PAM2 inh,NadD block
NCCCC[C@H]1CN=C(N)N1CCc1cccc2ccccc12,-1,i,1,2,9,-13,i,-8,-6
CC(C)CC(NC(N)=O)C(=O)Nc1ccc2c(c1)OCO2 (stereo not drawn),0,i,1,-3,9,-3,i,-3,-4
CC1CCN(C(=O)CCc2nnc3ccc(NCc4ccco4)nn23)CC1,1,i,-4,-3,-2,-6,i,-5,-1

# The main list resumes, repeating the three entries before the break.
Structure,MT1-MMP act inh,Neddylation inh,CSN deneddyl inh,Rin1-Abl PPI inh,SKN-1 block,FAS TE block,Rpn11 inh,MLLE-PAM2 inh,NadD block
CC(C)(C)c1ccc(/C=C2\Oc3cc(O)ccc3C2=O)cc1,-1,x,17,1,12,19,i,-51,-7
CCOC(=O)N1CCN(C(=O)C2CCCN(Cc3nc(-c4ccc(Cl)cc4)oc3C)C2)CC1 (stereo not drawn),-3,i,0,-3,12,-5,i,-7,-2
c1cc2c(cc1-c1[nH]ncc1CN1C[C@H]3CC[C@H]1C3)OCO2,3,i,-8,4,-5,-2,i,7,-1
Cn1ccc(/C=N/N=C2/NC(=O)CS2)n1,-1,i,2,3,16,-10,i,4,-4
COc1cc(C(C)=O)ccc1OCC(=O)NCCCn1nc(C)cc1C,3,i,-1,3,11,-5,i,0,-1
N#C/C(=C/c1ccc([N+](=O)[O-])cc1)C(=O)Nc1ccccc1O,6,i,0,-2,-4,23,i,-2,14
Cc1cc(NC(=O)OC(C)C)ccc1-c1ccc(NC(=O)OC(C)C)cc1C,1,i,4,0,-9,-5,i,-5,5
C=CCONC(=O)Cc1ccccc1,0,i,3,4,-8,-5,i,-1,1
CCCn1c(SCC(=O)N2CCCCC2)nc2c1c(=O)n(C)c(=O)n2C,-1,i,4,-1,3,-2,i,8,-9
O=C(CNC(=O)c1cccc(F)c1)N/N=C/c1cccc([N+](=O)[O-])c1,7,i,-2,-5,13,20,i,6,1
O=C(Nc1ccc2nccnc2c1)Nc1ccccc1Cl,0,i,10,2,1,-7,i,-3,0
CC1(C)C(c2cccs2)=NC(c2ccccc2)N1O (stereo not drawn),-1,i,-3,-4,12,-8,i,-9,-2
COc1ccc(CNCC(O)(c2ccc(Cl)cc2)c2ccc(Cl)cc2)cc1,9,i,1,-1,-3,28,i,-4,-1
CCOc1ccc(OCCOC(=O)C2CCN(S(=O)(=O)c3ccc(C)c(C)c3)CC2)cc1,2,i,2,-1,-12,24,i,4,-2
O=[N+]([O-])c1ccc(Cl)c(S(=O)(=O)Nc2cccc(S(=O)(=O)NC3=NCCC3)c2)c1,5,i,-2,1,7,11,i,-7,7
COc1ccc(C2=NN(CCC(=O)NCc3cccs3)C(=O)CC2)cc1,0,i,1,-1,-13,-4,i,-5,1
COc1ccc(/C=C2/SC(=S)N(CCC(=O)O)C2=O)cc1,4,i,1,-3,5,-3,i,14,-7
COc1ccc(CN(CCC(c2ccccc2)C2CCOC(C)(C)C2)C(C)=O)cc1 (stereo not drawn),0,i,0,1,-1,9,i,3,2
CC(=O)c1c(C)[nH]c(C(=O)Nc2ccc(C)cn2)c1C,-9,i,2,-1,12,-2,i,1,2
CC1CN(C(=O)COC(=O)/C=C/c2ccc(C(F)(F)F)cc2)CC(C)O1 (stereo not drawn),1,i,1,2,-5,-7,i,1,-6
CCc1ccc(NC(=S)Nc2ccc(S(=O)(=O)Nc3ncccn3)cc2)cc1,2,i,0,1,-17,-6,i,7,-2
Cc1ccc(S(=O)(=O)N2CCCCC2C(=O)O)s1 (stereo not drawn),5,i,-14,6,-14,-3,i,11,-1
O=C(COC(=O)C1CCN(c2ccc(C(F)(F)F)cn2)CC1)c1ccc(F)cc1,3,i,-4,-1,10,27,i,-16,9
CCC(C)[C@H](NC(=O)N1CCC(Cc2ccccc2)CC1)C(=O)O (stereo partly drawn),1,i,-2,4,6,-6,i,15,-4
O=C(Nc1nc(-c2ccccn2)cs1)c1cccc(S(=O)(=O)N2CCOCC2)c1,9,i,0,-1,5,48,i,4,14
CCCCOC(=O)CSC1=C(C#N)C(c2ccc3c(c2)OCO3)CC(=O)N1 (stereo not drawn),1,i,6,0,-6,-8,i,4,-1
COc1ccc(OC)c(-c2c3c([nH]c(=S)c2C#N)CCCC3)c1,-6,i,-3,-1,-9,-1,i,38,4

# (list continues)
# Values run as follows: MT1-MMP act inh, Neddylation inh, CSN deneddyl inh, Rin1-Abl PPI inh, SKN-1 block, FAS TE block, Rpn11 inh, MLLE-PAM2 inh, NadD block
- O=C(CSCc1c(F)cccc1Cl)NCCSCc1ccco1
  x, i, 0, 1, -11, 8, i, 23, -4
- O=C(COC(=O)COc1ccc(Br)cc1)Nc1ccc2c(c1)OCCO2
  1, i, 7, 3, 9, -3, i, 14, -6
- CCN(CC)c1cc(C)c2cc(NC(=O)c3ccccc3OC)ccc2n1
  14, +, -4, -1, 5, 23, i, 7, -6
- CCC(Oc1ccccc1)C(=O)NCCCN1CCOCC1 (stereo not drawn)
  -1, i, -3, -1, 8, -3, i, 6, 2
- Cn1cncc1C#Cc1c(C=O)[nH]c2ccccc12
  -15, x, 7, 2, -3, -7, i, 2, -2
- O=C(Cc1ccccc1)NC(C(=O)O)C(O)c1ccc([N+](=O)[O-])cc1 (stereo not drawn)
  -1, i, 0, -2, -1, 0, i, 14, -3
- COc1ccc(OCc2cccc(C(=O)Nc3cc(C)on3)c2)cc1
  2, i, -3, -4, 21, 12, i, 6, -11
- COC(=O)Cn1nc(-c2ccccc2)c2ccccc21
  1, i, 0, -3, 6, 0, i, 4, -6
- COc1ccc(OCCOC(=O)c2ccc(-n3cnnn3)cc2)cc1
  3, i, 5, -3, -4, 11, i, -10, -3
- O=C(c1ccc(N2C(=O)CCC2=O)cc1)N1CCCSC1=Nc1ccccc1
  -2, i, -7, -3, 3, -3, i, -21, 0
- CC(=O)c1ccccc1N(C(=O)Cn1nnc2ccccc21)C(C(=O)NCC1CCCO1)c1ccc(N2CCOCC2)cc1 (stereo not drawn)
  0, i, -7, -1, -11, -6, i, 2, -3
- COC(=O)Cc1cccc2c(=O)c3ccccc3oc12
  -2, i, 0, 1, 3, -3, i, 8, 0
- O=C(O)c1cccc(-c2ccc(/C=N/NC(=O)c3cccnc3)o2)c1
  1, i, 0, 1, 3, -8, i, 8, 3
- Cc1ccccc1N1C(=O)c2ccccc2NC1c1ccncc1 (stereo not drawn)
  1, i, 6, -2, -12, -2, i, 1, -1
- C/C(=N\N1CCN(C)CC1)c1ccc(Cl)c(Cl)c1
  2, i, -3, 2, 7, -2, i, -28, -6
- Fc1cc(F)c2nc(N3CCCC3)sc2c1
  1, i, -6, 1, 11, -5, i, -12, -3
- C=CCN(C(=O)CCC(=O)Nc1cc(C)on1)C(C(=O)NC(C)(C)C)c1ccc(OC)cc1 (stereo not drawn)
  -2, i, 4, -1, 21, -1, i, -8, -3
- COc1ccc(N(CC(=O)NC2CCCCC2)C(=O)c2ccc(C)s2)c(OC)c1
  -3, i, -1, 4, 18, 7, i, 6, -7
- O=C1CSc2cc(Cl)ccc2N1
  -1, i, 7, -2, 6, -4, i, 25, -1
- COC(=O)c1c(C)oc2ccc(N(C(=O)c3ccncc3)S(=O)(=O)c3ccccc3)cc12
  -6, i, -4, -2, 25, 17, i, -3, 3
- Fc1ccc(CSc2ncnc3sc4c(c23)CCCC4)cc1
  2, i, 4, -18, 7, 27, i, -7, -1

# Screens from PubChem BioAssay.
